OX1R antag-1: blocks the human orexin 1 receptor; O43613; CHO/OX1R cells, Fluo-8 calcium fluorescence, orexin A; inhibition, % at 5 µM; 330,000 compounds, 0.43% hits; AID 434989;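 active = inhibition above its plate's threshold, mean inhibition of all tested compounds on the plate plus 3 SD, cut at about 37% in these data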;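 note: 0% = orexin A challenge wells and 100% = SB-334867-A antagonist wells; not every result past the cut was called active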
Target sequence (O43613 whole entry, looked up): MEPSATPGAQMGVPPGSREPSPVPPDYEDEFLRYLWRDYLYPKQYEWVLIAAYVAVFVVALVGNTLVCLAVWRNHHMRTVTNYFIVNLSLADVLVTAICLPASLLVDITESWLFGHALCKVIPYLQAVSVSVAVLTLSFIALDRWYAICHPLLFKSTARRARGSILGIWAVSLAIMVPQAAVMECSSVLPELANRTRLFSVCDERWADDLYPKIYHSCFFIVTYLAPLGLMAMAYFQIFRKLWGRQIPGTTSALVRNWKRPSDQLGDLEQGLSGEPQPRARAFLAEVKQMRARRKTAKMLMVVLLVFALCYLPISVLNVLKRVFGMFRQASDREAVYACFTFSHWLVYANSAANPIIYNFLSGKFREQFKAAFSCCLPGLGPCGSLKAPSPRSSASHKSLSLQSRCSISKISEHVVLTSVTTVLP
OX1R antag-2: antagonists of human orexin 1 receptor (OX1R) | 330,000 compounds, 1.8% hits | inhibition, % at 6.6 µM | AID 485270 | O43613 | OX1R-expressing cells, FRET antagonist read-out; in the data active = inhibition mostly above about 38%, no sharp cut-off; inactive = mostly below about 40%;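 note: 0% = agonist challenge alone and 100% = reference antagonist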
* marks the source's active call; other numbers are inactive results. Not a hit list; any-hit rate near 2.1%.

Fields – OX1R antag-1 | OX1R antag-2
O=C(Nc1ccc(C(=O)N2CCOCC2)cc1)c1ccc([N+](=O)[O-])cc1
 : 1 | 44*
Cc1cc(C)c(OCCOCCN(C)C)c(Br)c1
 : -5 | 8
Cc1ccccc1OCCN1C(=O)NC2(CCc3ccccc32)C1=O (centres undefined)
 : -14 | 11
CSc1nnc(NC(=O)c2ccc(S(=O)(=O)N(C)C)cc2)s1
 : -9 | 1
CCCCNC(=O)C(=O)N/N=C/c1ccc(OCc2ccccc2)cc1
 : -13 | 6
COc1ccc(NC(=O)NCc2cccnc2)c(OC)c1
 : -13 | 9
Cc1cc(NC(=O)CSc2nnc(NC(=O)C3CC(=O)N(c4ccccc4C)C3)s2)no1 (centres undefined)
 : 9 | 12
CSCCC(NS(=O)(=O)c1ccccc1F)C(=O)NCC(c1ccc(F)cc1)N1CCOCC1 (centres undefined)
 : -12 | 18
O=C(Cn1c(=S)[nH]c2ccccc2c1=O)N1CCN(c2ccccc2)CC1
 : -9 | 12
N#CC(C#N)=C1C=CC=CN1/C(=C\c1ccccc1Cl)C(=O)c1ccccc1
 : 7 | 8
CS(=O)(=O)N(CC(=O)Nc1ccccc1C(=O)N1CCCC1)c1ccc2c(c1)OCO2
 : -33 | 23
CNC(=O)CC1C(=O)N(Cc2ccccc2)C(=S)N1NC(=O)c1cccc(F)c1 (centres undefined)
 : -4 | 32
Nc1ncn([C@@H]2O[C@H](CO)[C@@H](O)[C@H]2O)c(=O)n1
 : 7 | 14
CCOC(=O)c1cccc(N2CC3CNC(=O)C2(C(=O)OC)N3C)c1 (centres undefined)
 : -15 | 4
Cc1nnc(Nc2ccc(Cl)cc2)s1
 : -19 | 9
CC1(C)NC(=O)N(CC(O)COc2cc3ccccc3cc2C(=O)N2CCCCC2)C1=O (centres undefined)
 : -31 | 15
O=C(Nc1ccc(F)cc1)c1ccc(COc2ccccc2)cc1
 : -4 | 7
Cc1ccc2nccc(C(=O)N3CCCC(N4CCN(c5ccc(F)cc5)CC4)C3)c2c1 (centres undefined)
 : -4 | 9
O=C(NCc1ccccn1)c1ccc(OC2CCN(Cc3ccc(CO)o3)CC2)cc1
 : -10 | 16
O=C(COC(=O)C1CCC(=O)N1)Nc1ccc(Oc2ccccc2)cc1 (centres undefined)
 : 3 | 27
O=C(OCC(=O)N1CCc2ccccc21)c1nc(Cl)ccc1Cl
 : -25 | 4
COCC(=O)NC1CC2CCCC(C1)N2Cc1ccccc1 (centres undefined)
 : 5 | 21
CS(=O)(=O)Nc1ccccc1C(=O)Nc1ccccc1Cl
 : -10 | 32
COC(=O)c1ccc2c(=O)sc(N3CCC(C(N)=O)CC3)nc2c1
 : -2 | 6
CCCC(=O)OC/C(O)=C(\C#N)c1nc2ccccc2[nH]1
 : -16 | 10
O=c1[nH]n(-c2ccccc2Cl)c(=O)c2ccccc12
 : -16 | -10
COc1ccc(C(=O)Nc2ccc(S(=O)(=O)Nc3nccnc3OC)cc2)cc1
 : -15 | 8
OC(CNc1nc(C(F)(F)F)nc2ccccc12)c1ccccc1 (centres undefined)
 : -19 | 11
CCn1c(SCC(=O)N2CCc3ccccc3C2)nc2c1c(=O)n(C)c(=O)n2C
 : -28 | 14
Cc1ccc(C)c(NC(=O)CN(C)C(=O)c2ccc3c(=O)n4c(nc3c2)CCC4)c1
 : -3 | 11

Rewritten as tab-separated lines: part of the list above.
smiles	OX1R antag-1	OX1R antag-2
N#CC(C#N)=C1C=CC=CN1/C(=C\c1ccccc1Cl)C(=O)c1ccccc1	7	8
O=C(Nc1ccc(F)cc1)c1ccc(COc2ccccc2)cc1	-4	7
CSc1nnc(NC(=O)c2ccc(S(=O)(=O)N(C)C)cc2)s1	-9	1
CCCCNC(=O)C(=O)N/N=C/c1ccc(OCc2ccccc2)cc1	-13	6
Cc1nnc(Nc2ccc(Cl)cc2)s1	-19	9
OC(CNc1nc(C(F)(F)F)nc2ccccc12)c1ccccc1 (centres undefined)	-19	11

Further entries.
Fields – OX1R antag-1 | OX1R antag-2
CCC/C=N/NC(=O)c1ccccc1O
 : -4 | 4
O=C(Nc1ccc(Cl)cn1)c1ccc2c(Cl)c3c(nc2c1)CCC3
 : -21 | 6
CCO[C@@H]1OC(C(=O)N2CCOCC2)=C[C@H](c2ccccc2)[C@H]1CCCO
 : -16 | 18
COc1ccccc1NC(=S)N(Cc1cccnc1)Cc1ccccc1Cl
 : -38 | 31
Cc1ccc(C(=O)NC(=S)NCCN2CCOCC2)cc1
 : -14 | 0
CCCCN1C(=O)c2ccc(C(=O)NCc3ccco3)cc2C1=O
 : -8 | 22
COc1ccc(/C=C/C(=O)c2ccccc2O)cc1
 : -26 | 8
COc1ccc(Nc2nc(-c3ccccc3)c3ccccc3n2)cc1
 : -13 | 45
Cc1ccc(C=Nc2ccccc2C(N)=O)cc1
 : 8 | 9
CC(C)Nc1nc(NC(C)(C)C)nc(Oc2ccc(=O)n(-c3ccccc3)n2)n1
 : -16 | 9
Nc1ccccc1C(=O)N1O[C@@H]2C=C[C@H]1CC2
 : -12 | 6
COc1cccc(NC(=O)CSc2ncc(S(=O)(=O)c3ccccc3)c(=O)[nH]2)c1
 : 2 | 2
COc1ccc(Nc2nc(N)nc(COc3ccc(OC)cc3)n2)cc1
 : -23 | 2
COc1cccc(C(O)c2nc3ccccc3n2C)c1 (centres undefined)
 : -3 | 4
Cc1ccc(C(=O)N(CN2CCCC2=O)c2ccccc2)cc1
 : -24 | 5
C=C(C)CNC(=S)N1CCNC(=O)C1CC(=O)OC (centres undefined)
 : -2 | 5
CCc1ccc2c(c1)Sc1ccccc1CC2N1CCN(C)CC1 (centres undefined)
 : -19 | -2
Cc1ccc(OCC(=O)N(Cc2ccccc2)C(C)C)c([N+](=O)[O-])n1
 : -13 | 44
COc1ccc(-c2nn(-c3ccccc3)cc2/C=N/NS(=O)(=O)c2ccccc2)cc1
 : 5 | 26
COc1ccc(-n2c(C)cc(/C=C3/SC(=S)N(C)C3=O)c2C)cc1
 : -6 | 2
COC(=O)CN1C(=O)[C@@H]2[C@H](C1=O)[C@@H]1CC(C(=O)OC)=C[C@@H](C(=O)OC)[C@@H]3C1=C(C(=O)[C@]3(C)NC(=O)c1ccccc1)[C@@H]2C
 : -9 | 22
CC(=O)N[C@@H](C)c1nc2ccccc2n1CCNC(=O)[C@H]1CCCN1c1nc(CN2CCCCC2)cs1
 : -6 | 13
COc1ccccc1C(=O)NC(=O)COC(=O)c1ccc([N+](=O)[O-])cc1
 : -16 | 50*
COC(=O)C1=C(C)N(Cc2ccccc2)C(=S)N[C@H]1c1cccc(C(F)(F)F)c1
 : 19 | 27
CCCCN1CCNC[C@H]1Cc1ccc(O)cc1
 : -22 | 19
N#C/C(=C\c1c(N2CCOCC2)nc2ccccn2c1=O)C(=O)NC1CCS(=O)(=O)C1 (centres undefined)
 : -14 | 32
O=C(Cc1ccccc1)NCCSC1CCCCC1
 : -25 | 18
O=C(CN1C(=O)NC2(CCCc3ccccc32)C1=O)Nc1ccccc1OC(F)F (centres undefined)
 : 4 | 11
CCCN1/C(=C2/SC(=S)N(CC)C2=O)C=Cc2ccccc21
 : -15 | 14
c1ccc(-c2cccs2)nc1
 : -9 | 15
CC(c1cc2ccccc2s1)N(O)C(N)=O (centres undefined)
 : -1 | 10
CCOc1ccc(N2C(=O)Nc3ccccc3C2(O)C(=O)N2CCN(c3ccccn3)CC2)cc1 (centres undefined)
 : -22 | 7
O=C1CCc2ccc(NS(=O)(=O)c3ccc(F)cc3)cc2N1
 : 1 | 18
COc1ccc(C(C)=O)cc1COC(=O)C(CO)NS(=O)(=O)c1ccc(Br)cc1 (centres undefined)
 : -24 | 9
CC(=O)Nc1ccc(-c2cc(N)n(-c3ccccc3)n2)cc1
 : -8 | 3
CCOc1ccc(N2CC(O)=C(c3ccccc3)C2=N)cc1
 : 2 | 18
Cc1ccc(SCc2noc(C(=O)NCC3CCCO3)c2C(=O)O)cc1C (centres undefined)
 : -5 | 22
O=C(COc1ccc(Cl)cc1Cl)Nc1ccc2nc3n(c(=O)c2c1)CCCC3
 : 1 | 19
Cc1ccc(C(=O)C[n+]2cccc(C(N)=O)c2)cc1
 : 8 | 7
CCCCOc1ccc(C(=O)NCC(=O)NC2CCC(C)CC2)cc1 (centres undefined)
 : -16 | 11
COCCCNc1nc2ccccc2nc1NS(=O)(=O)c1ccc(Cl)cc1
 : -12 | 1
CCOC(=O)C1=C(COC(=O)C2CC(=O)N(c3ccc(C)cc3)C2)NC(=O)NC1C (centres undefined)
 : -7 | 9
COn1c(=S)[nH]c2ccccc2c1=O
 : -7 | 4
O=C(NCc1ccccn1)c1cccc(S(=O)(=O)Nc2ccccc2Cl)c1
 : -14 | -3
CSc1ccc(CN2CCCC(CNC(=O)c3ccc(F)cc3)C2)cc1 (centres undefined)
 : -29 | 5
COc1cc2c(=O)n(CCCC(=O)NCC3CCCO3)c(=O)n(CC(=O)c3ccc(F)cc3)c2cc1OC (centres undefined)
 : -31 | 10
Cc1cnc(C(=O)N2CCN(S(=O)(=O)c3cccc(Br)c3)CC2)cn1
 : -17 | 4
Cn1nnnc1Sc1ncnc2scc(-c3ccc([N+](=O)[O-])cc3)c12
 : 1 | 39*
COC(=O)c1ccccc1NC(=O)CN1C(=O)c2ccccc2S1(=O)=O
 : 7 | 4
CC1Cc2ccccc2N1S(=O)(=O)c1cccc(C(=O)NCCCn2ccnc2)c1 (centres undefined)
 : -20 | -6
CCn1cc(C(=O)NCc2ccco2)c(=O)c2cc(S(=O)(=O)N3CCCCCC3)ccc21
 : -40 | 13
CCCn1c(=O)c(C(=O)NNC(=O)c2ccccc2[N+](=O)[O-])c(O)c2ccccc21
 : -3 | 7
OCCC1CN(Cc2ccccc2-c2ccco2)CCN1Cc1ccsc1 (centres undefined)
 : -29 | 21
O=C1CCC(C(=O)NCc2ccc3c(c2)OCO3)N1 (centres undefined)
 : 4 | -1
Cc1ccc(NC(=O)CSc2nnc(Cn3c(=O)sc4ccccc43)n2C)cc1Cl
 : -19 | 17
COc1cc2c(cc1OC)-c1cc(Nc3cccc(C)c3)nc(=O)n1CC2
 : -12 | 13
Cc1ccc(NC(=O)CSc2ccc3nnc(CCNC(=O)c4ccccc4)n3n2)c(C)c1
 : -23 | 17
CCOc1ccc(-n2c(SCC(=O)NC(C)CC)nc3n[nH]c(C)c3c2=N)cc1 (centres undefined)
 : -23 | 13
CCN1CCN(c2cc3c(cc2F)c(=O)c(C(=O)O)cn3C2CC2)CC1
 : -2 | 11
COCCCNC(=S)N/N=C/c1ccc(O)cc1O
 : -8 | 27

Later entries
Fields – OX1R antag-1 | OX1R antag-2
Cn1c(N2CCC(C(N)=O)CC2)nc2c1c(=O)n(Cc1ccc(Br)cc1)c(=O)n2C
 : -26 | 11
N#Cc1ccccc1NC(=O)c1cc(=O)c2ccccc2o1
 : -22 | 43
COc1ccc(CCNC(=O)c2c(C)nn(-c3ccccc3)c2Cl)cc1OC
 : -25 | 18
COCCn1c(=S)[nH]c2cc(C(=O)NCCCN3CCOCC3)ccc2c1=O
 : -20 | 16
S=C(Nc1ccccc1Cl)N(CCCN1CCOCC1)Cc1ccco1
 : -13 | -9
CCCS(=O)(=O)N1CCCC(C(=O)NC2CCCCC2)C1 (centres undefined)
 : -17 | -2
Cc1ccccc1N1CCN(Cc2ccc([N+](=O)[O-])o2)CC1
 : 4 | 14
CCN1CCN(c2oc(COc3ccc(-c4ccccc4)cc3)nc2C#N)CC1
 : -10 | 15
Cc1ccc(CNC(=O)C2CC(c3cccc([N+](=O)[O-])c3)=NO2)cc1 (centres undefined)
 : 2 | 14
Cc1ccccc1N1CCN(CCN2C(=O)CC(=C3c4ccccc4-c4ccccc43)C2=O)CC1
 : -20 | 2
CCOc1cc(N2CCOCC2)c(OCC)cc1NC(=O)COC(=O)COc1cc(C)cc(C)c1
 : -5 | 4
C/C(Cn1nnc2ccccc21)=N\NC(=O)c1ccc(Br)cc1
 : -12 | 15
CC(=O)Nc1ccc(CN2CCN(CC(C)C)C(CCO)C2)cc1 (centres undefined)
 : -3 | 14
COc1ccc(N2C(=O)CC(NCc3ccc(F)cc3)C2=O)cc1 (centres undefined)
 : -20 | 7
CC(OC(=O)CCc1ccccc1)C(=O)Nc1ncc(Cl)cc1Cl (centres undefined)
 : -23 | 22
Cc1cccc(-n2c(C)cc(/C=C3/C(=N)N4C(c5ccccc5)=CSC4=NC3=O)c2C)c1
 : -9 | -8
CNC(=O)Cn1c(C)cc(=O)c2cccc(C)c21
 : -13 | 3

Whole records, looked up by structure.
`S=C(Nc1ccccc1Cl)N(CCCN1CCOCC1)Cc1ccco1` as listed: OX1R antag-1: -13; OX1R antag-2: -9
`Cc1ccccc1N1CCN(CCN2C(=O)CC(=C3c4ccccc4-c4ccccc43)C2=O)CC1` as listed: OX1R antag-1: -20; OX1R antag-2: 2

Screening results from PubChem BioAssay.
